Lamin A splicing: changes lamin A minigene splicing in HeLa cells | 200,000 tested, 0.01% active | Potency, µM (highest dose often 46.1 µM), for the others: at the top dose ratio change, negative = inhibition, usual class: inhibitors | HeLa LMNA splicing GFP/RFP minigene ratio, 48 h; active means well fitted inhibition curve with a large enough effect in the signal ratio, with a control signal flat, not every such curve was filed as active; inconclusive means small, poorly fitted or top-dose-only effect, or effect the other way, or a change in a side signal; the % refers to the signal ratio; further: potency means the concentration at half of the fitted maximal effect; on the % scale 0 is the no-effect control and ±100 the full control effect
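S3 HeLa stable clones carrying a lamin A-EGFP splicing minigene plus DsRed2 were seeded at 600 cells/well in Opti-MEM with 2% FBS, pin-dosed and incubated 48 h at 37°C. Acumen cytometry (488 nm) gave the GFP/RFP total-intensity ratio.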
Epigenetic reg: epigenetic control regulation, reporter derepression. 280,000 tested, 0.2% active. Potency, µM (doses to about 53.9 µM), inactives show top-dose GFP activation, actives largely listed as activators. murine LDR cells, GFP reporter derepression, 30 h; further: potency means the concentration at half of the fitted maximal effect; % of control where 0% means no effect; nearly all actives have a fitted effect of over 60% in size
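In this reporter-derepression format, murine cells bearing a silenced integrated CMV-GFP locus incubate with test compound (30 h, 37 C), then are washed and imaged; fluorescent objects of 20–120 um count as induced cells.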
IMPase Li inh: IMPase inhibition in cells with lithium potentiation. CHO-M1 cells, IP1 TR-FRET (IP-One), carbachol + lithium. Potency, µM (series often up to 59.4 µM), inactives show top-dose activity, negative = IMPase inhibition, usual class: inhibitors. 210,000 tested, 0.35% active. AID 1457;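 further: IP1 builds up when IMPase is blocked and the TR-FRET signal falls; potency means the concentration at half of the fitted maximal effect; plate controls were basal vehicle for no effect and high inhibitor control for full effect; nearly all actives have a fitted effect of over 50% in size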
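Steps: plate 2000 CHO-M1 cells per well and culture 16–30 h; add compound and lithium; incubate 30 min, 37C; add d2-IP1 tracer and Eu cryptate anti-IP1 antibody in lysis buffer; read after 10 min at room temperature.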
NPSR antagonist: blocks cAMP signaling of the human neuropeptide S receptor; Q6W5P4; CHO-NPSR cells, cAMP TR-FRET, antagonist mode; Potency, µM (titrated, usually from 38.3 µM), without a hit: at the highest dose activity change, negative = inhibition, hits mostly inhibitors; 220,000 tested, 1% active; AID 1461; further: potency means the concentration at half of the fitted maximal effect; on the % scale 0 is the no-effect control and ±100 the full control effect; nearly all actives have a fitted effect of over 50% in size; many of its hits are not listed in these tables
Target sequence (Q6W5P4 whole entry, looked up): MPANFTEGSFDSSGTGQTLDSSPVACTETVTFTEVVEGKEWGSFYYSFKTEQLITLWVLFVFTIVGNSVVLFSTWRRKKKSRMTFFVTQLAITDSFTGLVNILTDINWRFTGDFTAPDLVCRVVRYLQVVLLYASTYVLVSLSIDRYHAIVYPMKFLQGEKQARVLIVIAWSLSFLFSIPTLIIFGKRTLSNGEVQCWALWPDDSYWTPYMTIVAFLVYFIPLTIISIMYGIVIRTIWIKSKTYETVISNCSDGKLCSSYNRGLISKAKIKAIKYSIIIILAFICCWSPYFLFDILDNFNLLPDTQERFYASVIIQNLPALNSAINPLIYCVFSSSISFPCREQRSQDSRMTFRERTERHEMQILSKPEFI
CBFb-RUNX1 inh: CBF-beta/RUNX1 interaction disruption; Q01196+Q13951; AlphaScreen CBFb-His/RUNX1-biotin binding, biochemical; Potency, µM (series often up to 59.8 µM), for the others: at the top dose activity, negative = inhibition, hits mostly inhibitors; 230,000 tested, under 10 active; further: % of control where 0% means no effect
Target sequence (Q01196 whole entry, looked up): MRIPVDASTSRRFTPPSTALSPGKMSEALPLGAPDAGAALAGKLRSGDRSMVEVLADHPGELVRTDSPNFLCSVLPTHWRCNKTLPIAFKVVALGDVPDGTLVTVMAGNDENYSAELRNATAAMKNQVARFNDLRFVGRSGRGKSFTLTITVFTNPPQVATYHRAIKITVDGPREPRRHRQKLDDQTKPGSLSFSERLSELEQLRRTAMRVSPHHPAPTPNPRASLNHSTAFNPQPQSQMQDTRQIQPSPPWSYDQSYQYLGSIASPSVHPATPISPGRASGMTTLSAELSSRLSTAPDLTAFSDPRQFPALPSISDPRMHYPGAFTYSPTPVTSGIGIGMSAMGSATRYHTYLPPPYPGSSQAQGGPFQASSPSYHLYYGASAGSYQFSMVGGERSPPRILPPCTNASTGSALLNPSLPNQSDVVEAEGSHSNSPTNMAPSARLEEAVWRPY
Target sequence (Q13951 whole entry, looked up): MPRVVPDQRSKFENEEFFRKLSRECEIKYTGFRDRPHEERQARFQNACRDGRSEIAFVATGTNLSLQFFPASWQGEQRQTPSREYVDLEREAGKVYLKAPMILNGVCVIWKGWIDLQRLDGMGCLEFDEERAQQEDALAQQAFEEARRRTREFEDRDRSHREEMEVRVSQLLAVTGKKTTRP
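Room-temperature protein-protein interaction test with 30 nM each of His-tagged CBF-beta and biotinylated RUNX1, 15 min with compound, then 90 min with nickel plus streptavidin beads. Signal read in AlphaScreen mode.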
Luc counter: Kinase-Glo luciferase inhibition (counter-screen); 200,000 tested, 0.28% active; Potency, µM (series often up to 38.3 µM), inactives show at the highest dose activity change, negative = inhibition, usual class: inhibitors; Q27757; AID 1379; Kinase-Glo luciferase, ATP luminescence, 8 min; further: potency means the concentration at half of the fitted maximal effect; on the % scale 0 is the no-effect control and ±100 the full control effect; nearly all actives have a fitted effect of over 60% in size
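Kinase-Glo luciferase light output from ATP and luciferin was measured with 10 uM ATP, within the enzyme's linear range. Buffer: 50 mM imidazole pH 7.2, 50 mM KCl, 7 mM MgCl2, 0.01% Tween 20, 0.05% BSA; luminescence read after 8 min at ambient temperature.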
HttQ103 aggreg: mutant huntingtin aggregation inhibition | Potency, µM (highest dose often 46.1 µM), for inactives: at the top dose activity change, negative = inhibition, actives largely listed as inhibitors | 220,000 tested, 1.1% active | PC12 HttQ103-GFP aggregates, Acumen cytometry, 40 h | AID 1688; further: potency means the concentration at half of the fitted maximal effect; on the % scale 0 is the no-effect control and ±100 the full control effect; nearly all actives have a fitted effect of over 60% in size
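PC12 cells stably carrying ecdysone-inducible HTT exon 1 Q103–GFP were induced with tebufenozide (100 nM final) and treated with library compounds in titration. GFP aggregates in lysates were counted by laser scanning cytometry.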
The depositor's hits bear a star; ? = inconclusive; / = no result given; & = joins results of further samples; [ ] = another dose, or the depositor's remark. Unless noted, the call rests on the fitted dose curve; in most records, active means well fitted curve in the direction sought with a large enough effect; inconclusive means small, poorly fitted or top-dose-only effect, or another doubt; inactive means no such curve, though single readings can be large; an effect the other way counts as inactive or inconclusive.

Values run as follows: Lamin A splicing | HttQ103 aggreg | NPSR antagonist | IMPase Li inh | Luc counter | CBFb-RUNX1 inh | Epigenetic reg
- O=C(Nc1cc(C(F)(F)F)ccc1-n1cnc2ccccc21)c1ccccc1
→ -12% | -6% | 0% | 7% | 2% | 4% | 1.0%
- CC(C)(C)c1ccc(-c2nc(NCc3cccnc3)c3ccccc3n2)cc1
→ ? | ? | ? | -1% | 1% | -7% | 5.5%
- CCCC1/C(=N/O)CC(c2ccccc2)NC1c1ccccc1 (configuration not stated)
→ ? | ? | -51% | 8% | 1% | 9% | 9.8%
- CC12C=CC3(O1)C(C(=O)N1CCCOC13)C2C(=O)O (configuration not stated)
→ / | -7%[9.22 µM] | -19% | -1% | 0% | -1% | 0.2%
- Cc1onc(-c2ccccc2)c1C(=O)Nc1nc(-c2ccccc2)cs1
→ ? | -8% | -23%[46.1 µM] | 36%[activator][38.3 µM] | -5% | 0% | -1.0%
- O=C1OCCC1Sc1nnc(-c2ccccc2Cl)n1Cc1ccccc1 (configuration not stated)
→ -2% | -3% | 3% | 16% | -4% | -27% | -2.9%
- Cn1ncc(N)c1C(=O)Nc1cccc(C(F)(F)F)c1
→ 8% | 12% | -6%[46.1 µM] | 2%[38.3 µM] | 6% | 6% | 0.0%
- Cc1ccc(NC2=NCCCCC2)cc1
→ 2% | -9%[9.22 µM] | -3%[46.1 µM] | 1%[38.3 µM] | 1% | -3% | -2.1%
- CCN(CC)CCn1c(=O)n(-c2ccc(Cl)cc2)c(=O)c2c3c(sc21)CN(C)CC3
→ / | 11%[9.22 µM] | -21% | / | / | 10% | 13%
- COc1ccc(/C(O)=C2/C(=O)C(=O)N(CC3CCCO3)C2c2cccc(O)c2)cc1 (configuration not stated)
→ 5% | -10% | -1%[46.1 µM] | ? | -2% | 2% | -2.1%
- COc1ccc(NC(=S)NNC(=O)C2CC2c2ccc(C)cc2)cc1 (configuration not stated)
→ ? | 16% | -11% | -3% | -2% | -2% | 4.8%
- CCOc1ccc(C(C)=O)cc1CN1C(=O)NC2(CCCCCCC2)C1=O
→ -9%[46 µM] | -18% | -8% | 10% | 0% | -22% | -1.4%
- COc1cccc(-n2c(C)nnc2SCC#N)c1
→ 0% | 9% | 13%[46.1 µM] | -1%[38.3 µM] | -1% | -4% | 0.8%
- O=C(CSc1nnc(NC(=O)Cc2ccccc2)s1)NCC1CCCO1 (configuration not stated)
→ 7%[9.22 µM] | 0% | 7% | 6% | 2% | 6% | -1.7%
- CC12CCC(C/C1=N\N=C1\NC(=O)/C(=C\c3cccc(Br)c3)S1)C2(C)C (configuration not stated)
→ ? | ? | -35% | 20% | -2% | 2% | 6.0%
- Cc1ccccc1S(=O)(=O)c1cc(C#N)c(=O)[nH]c1N
→ -6%[46 µM] | -10% | 14% | -1% | 4% | 11% | -5.6%
- Cc1ccc(C)c(-n2cc(CN3CCNC(=O)CC3)c(-c3ccccc3)n2)c1
→ / | -13%[9.22 µM] | 9% | 4% | 3% | -4% | 8.5%
- O=C(CN1CCC(NC(=O)c2ccco2)CC1)Nc1cccc2ccccc12
→ -7% | 10% | -4%[46.1 µM] | 4% | 3% | -3% | -0.8%
- COc1cccc(CNc2ccc3c(c2)ncn3C(C)C)c1OC
→ -1% | 6% | -2%[46.1 µM] | -7%[38.3 µM] | 1% | -1% | 1.0%
- O=C(CSc1ncnc2c1cnn2-c1ccccc1)Nc1ccc2c(c1)OCO2
→ 2% | -11% | -15%[46.1 µM] | -13%[38.3 µM] | -1% | -1% | -1.1%
- COc1ccc(C2=NCCn3cccc32)c(OC)c1
→ -1% | -5% | 5% | -4% | -4% | -1% | -5.6%
- Cc1csc(NC(=O)c2nc(-c3ccccc3)n(-c3ccccc3)n2)n1
→ ? | -18% | ? | 8%[38.3 µM] | -2% | 2% | -1.0%
- N#Cc1nc(Cc2cccc3ccccc23)oc1N1CCCCC1
→ ? | -31% | -22%[46.1 µM] | 5%[38.3 µM] | -4% | / | 2.2%
- COc1cccc(NC(=S)N2CCN(c3ccccn3)CC2)c1
→ ? | 1% | 6% | -3% | 6% | 9% | -0.1%
- Fc1ccc(N/N=C/c2ccc(N3CCOCC3)cc2)c(F)c1
→ / | ? | -10% | 4% | -2% | -24% | -2.2%
- COc1ccc(OCC(=O)c2c(O)c3ccccc3oc2=O)cc1
→ -15% | 21% | 0%[46.1 µM] | 18%[38.3 µM] | 1% | -1% | -1.0%
- CC(NC(=O)c1ccc(Cn2cc([N+](=O)[O-])cn2)cc1)c1ccccc1 (configuration not stated)
→ ? | -1% | -8% | -1% | 0% | 2% | 1.1%
- CCCCOC(=O)c1ccc(NC(=S)N2CCN(c3ncc4c(=O)c(C(=O)O)cn(CC)c4n3)CC2)cc1
→ / | 6%[9.22 µM] | ? | / | / | -3% | 1.6%
- Cc1scc(C(=O)N/N=C/c2ccc(OC(C)C)cc2)c1C
→ -3% | -15% | -13%[46.1 µM] | -3%[38.3 µM] | -6% | 0% | -1.0%
- CS(=O)(=O)Nc1cccc(-c2nccc(NCc3ccccc3)n2)c1
→ 7% | / | / | 10% | -2% | / | -0.1%
- C/C(=N\Nc1ccc(C(F)(F)F)cn1)c1ccncc1
→ ? | -7% | -11% | 5% | 0% | 9% | -0.1%
- Cc1ccc(S(=O)(=O)NC2CCCCC2)c2nsnc12
→ -11% | 3% | -6% | 6% | 10% | -14% | -2.0%
- CN(C)S(=O)(=O)c1cccc(NC(=O)CSc2nncn2C)c1
→ / | 32%[9.22 µM] | 8% | / | / | 0% | 0.0%
- COc1ccc(-c2nnc(SCCC(=O)O)n2-c2ccccc2)cc1OC
→ 7% | -4% | -13%[46.1 µM] | -17%[38.3 µM] | -2% | -1% | -1.4%
- COC(=O)C1=C(C)N(C)C(=O)NC1c1cc(Cl)c(O)c(OC)c1 (configuration not stated)
→ 9% | 16%[9.22 µM] | -2%[46.1 µM] | 17%[38.3 µM] | 4% | 1% | 1.8%
- COc1ccc(CC(CC(=O)O)C(=O)Nc2ccccc2)cc1 (configuration not stated)
→ 5% | 6% | -7%[46.1 µM] | 1%[38.3 µM] | -1% | -2% | -4.4%
- CCCC(=O)NC(c1ccccc1OC)c1ccc2cccnc2c1O (configuration not stated)
→ ? | ? | 33% | 15% | -1% | -18% | 7.1µM*
- COc1ccc2nc3ccccc3nc2c1NC(=O)c1ccc(Br)cc1
→ -10% | -11% | 15% | 1% | -1% | -3% | 4.5%
- COc1ccc(C(=O)NCC(=O)NCC(c2ccco2)N(C)C)cc1OC (configuration not stated)
→ -8% | ? | 19% | -3% | -3% | -2% | 0.0%
- Cc1ccc(NC(C)c2cc(Cl)ccc2O)cc1 (configuration not stated)
→ -3% | -7% | -10%[46.1 µM] | 39%[activator][38.3 µM] | 1% | -17% | 9.7%
- O=C(NCC(c1cccs1)N1CCOCC1)c1ccccc1NS(=O)(=O)c1cccc([N+](=O)[O-])c1 (configuration not stated)
→ ? | -26% | 4% | 7% | 1% | -5% | 1.0%
- CC(C)(C)c1ccc(C(=O)NNC(=S)NCc2ccco2)cc1
→ / | 16%[9.22 µM] | -16% | / | / | -5% | -0.3%
- CCCCCNC(=O)Cc1ccc(OC)cc1
→ 4% | 6% | -15%[46.1 µM] | 39%[activator][38.3 µM] | 1% | 2% | -0.1%
- CCOc1ccccc1/C=N/Nc1ccccc1[N+](=O)[O-]
→ 1% | 1% | -6%[46.1 µM] | / | / | -24% | 0.8%
- CCCCNC(=O)C(c1ccc(OCC(=O)OC)c(C(=O)OC)c1)N(CCc1c[nH]c2ccccc12)C(=O)CCCCCN1C(=O)NC(c2ccc(-c3ccccc3)cc2)C(C(=O)OCc2ccccc2)=C1C (configuration not stated)
→ / | -8%[9.22 µM] | 4% | / | / | -1% | 5.4%
- CCOC(=O)N1CCN(c2cc(=O)n(-c3ccc(C)cc3)c(=O)[nH]2)CC1
→ 18%[9.22 µM] | -5% | 12% | 1% | 0% | 3% | -4.4%
- CN(C1=C(N2CCOCC2)C(=O)c2ccccc2C1=O)c1ccccc1
→ ? | -25% | -24% | 22% | -7% | / | 0.9%
- CS(=O)(=O)N1CCC(C(=O)NCc2ccccc2)CC1
→ 19%[46 µM] | 16% | 9% | -3% | 0% | 5% | 3.8%
- CCOC(=O)C(Cc1cc(C(C)=O)ccc1OC(C)C)C(=O)OCC
→ 0% | 21% | -12%[46.1 µM] | / | / | 8% | -5.6%
- COc1ccc(C2=NN(CN3C(=O)C(=O)c4ccccc43)C(c3ccc(Br)cc3)C2)cc1 (configuration not stated)
→ 4% | -12% | -22%[46.1 µM] | 37%[38.3 µM] | -3% | -5% | 9.5%
- CCN1CCN(C(=O)c2ccccc2N(Cc2ccccc2)S(C)(=O)=O)CC1
→ 12% | 2% | -15%[46.1 µM] | -9%[38.3 µM] | 12% | 4% | 0.1%
- CCOC(=O)c1cc(=O)n(-c2ccc(Cl)cc2C)[nH]1
→ 5% | 9% | 4% | -4% | 0% | 5% | 0.0%
- Cc1cccc(OCC(=O)N/N=C/c2ccc(N(C)C)cc2)c1
→ 5%[46 µM] | / | -4% | 5% | -2% | -5% | 0.0%
- O=C(NCCCN1CCOCC1)c1ccc(Cl)s1
→ -5% | -6% | -4%[46.1 µM] | -9%[38.3 µM] | -6% | -1% | -0.2%
- NCCCC[C@@H]1NC(=O)[C@H](CCC(=O)O)NC(=O)c2cc([N+](=O)[O-])cc(I)c2OCC[C@@H](C(N)=O)NC1=O
→ -3% | 8% | 11% | -3% | -1% | 5%[2.36 µM] | 0.6%
- CC(CC(=O)O)n1nnc2ccccc21 (configuration not stated)
→ / | 10%[9.22 µM] | -7% | / | / | 8% | 0.0%
- N#Cc1c2c(c(NCCCN3CCOCC3)n3c1nc1ccccc13)CCC2
→ ? | 7% | ? | 15%[38.3 µM] | 8% | -8% | 0.0%
- COC(=O)N1C2CC3(C)C=C(C)OC1(C)C3c1ccccc12 (configuration not stated)
→ 2%[9.22 µM] | / | / | 10% | -4%[7.66 µM] | 17%[13.1 µM] | /
- COc1ccc(CNCCSc2nnnn2C)c(OC)c1OC
→ 8%[46 µM] | 2%[9.22 µM] | 0% | 14% | 0% | -1% | 0.0%
- C[C@@H](C(=O)NCCc1c[nH]c2ccccc12)[C@H]1C[C@]1(C)[C@H](NC(=O)OCc1ccccc1)c1ccccc1
→ ? | ? | -56% | 20%&4% | 0%&2% | -13%&-11% | 0.0%&2.9%
- CN(Cc1ccco1)C(=O)Cn1nc(-c2ccc(Cl)cc2)ccc1=O
→ 14%[9.22 µM] | -2% | 33% | 1% | -1% | 2% | -3.9%

Some of the compounds tested. The share of hits here may be higher or lower than overall.
